Bioassay records as filed in PubChem BioAssay.
inhibitors of VEEV: inhibitors of VEEV TC-83 cytopathic effect, confirmation, Vero cells (AID 588727) | Vero cells, VEEV TC-83 cytopathic effect inhibition; higher % means a stronger effect | 350,000 compounds, 0.13% hits | inhibition, % at 20 µM, or IC50 in µM where a hit was titrated; in the data active = a potency from the dose series; also: strong numbers were not always called active
* = called active by the depositor; i = inactive.

SMILES	inhibitors of VEEV
COc1ccc(Cc2nc3ccc(C(=O)NCc4cccc(C)n4)cc3o2)cc1OC	1.1%
O=C(C1CCCCC1)N1C[C@H](n2cc(C3CC3)nn2)[C@@H](O)C[C@@H]1c1ccc(Cl)cc1	i
COCCn1cnc2c1c(=O)n(CC(=O)NC1CCCCC1)c(=O)n2Cc1ccccc1	1.3%
C=CCOc1ccccc1CNn1c(C)n[nH]c1=S	i
O=C(Nc1ccc(N2CCCC2)c(Cl)c1)c1ccccc1F	1.0%
COc1ccc(NC(=O)C[C@H]2C(=O)N(Cc3ccccc3)C[C@@H]2C)cc1	i
COCCN(C(=O)CSc1nnc(-c2ccccc2F)o1)c1c(N)n(Cc2ccccc2)c(=O)[nH]c1=O	1.2%
CN[C@H]1C[C@H]2c3cc(N4CCN(C)CC4)ccc3CCN2C(=O)[C@H]1[C@H](C)O	i
COc1ccc(S(=O)(=O)N(C)C[C@@H]2OCc3cnnn3CCCC(=O)N([C@@H](C)CO)C[C@H]2C)cc1	0.6%
FC(F)(F)c1cnc2c(-c3ccccc3)n[nH]c2c1	4.7%
C[C@@H]1CN([C@@H](C)CO)C(=O)c2cc(Br)cnc2O[C@H]1CN(C)C(=O)Cc1cccnc1	0.9%
CCCCCC(=O)N1C[C@H](n2cc(C3CC3)nn2)[C@@H](O)C[C@@H]1c1ccc(OC)cc1	3.5%

Brought forward from above: 3 entries; new compounds follow.
SMILES	inhibitors of VEEV
FC(F)(F)c1cnc2c(-c3ccccc3)n[nH]c2c1	4.7%
C[C@@H]1CN([C@@H](C)CO)C(=O)c2cc(Br)cnc2O[C@H]1CN(C)C(=O)Cc1cccnc1	0.9%
CCCCCC(=O)N1C[C@H](n2cc(C3CC3)nn2)[C@@H](O)C[C@@H]1c1ccc(OC)cc1	3.5%
CCCCN1C[C@H](c2ccc(OC)cc2)[C@@H](CC(=O)Nc2ccc(Br)cc2)C1=O	0.2%
CSc1ncnc2c1ncn2CCCNc1ccc(C)c(C)c1	i
Cc1ccc(-c2ccc(CN3C(C)C(=O)N(Cc4cn(CC5CCCCC5)nn4)CCS3(=O)=O)cc2)cc1 (stereo not drawn)	2.7%
Cn1c2nc(=O)n(-c3ccccc3)c(=O)c-2nc2c1CCCC2	i
CC1=C(C(=O)N2CCOCC2)CC(CC(=O)NCc2ccco2)C(=O)N1Cc1ccc(F)cc1 (stereo not drawn)	1.7%
Cc1cc(C(=O)N2CCCC(Nc3ccc(C)c(C)c3)C2)nc(C)n1 (stereo not drawn)	3.6%
CC(NC(=O)COC(=O)c1ccccc1O)c1ccccc1 (stereo not drawn)	i
COc1ccc(C(=O)N/N=C/c2ccccn2)cc1	3.4%
Cc1ccc(N2CC(C(=O)NC3CCCCCC3)CC2=O)cc1 (stereo not drawn)	1.8%
O=C1NC(Cc2ccc(O)cc2)c2nc3cc(F)c(F)cc3c(=O)n2-c2ncccc21 (stereo not drawn)	4.7%
Clc1ccc(-c2nc3ccc(Br)cn3c2Cc2ccccc2)cc1	4.7%
CS(=O)(=O)c1ccc(C2=C(CNC(=O)c3ccncc3)[C@H]3CC[C@@H](C2)N3Cc2ccco2)cc1	0.1%
CN1C(=O)[C@H]2[C@@H](c3ccc(C(F)(F)F)cc3)N[C@]3(CCCN(Cc4ccc(C(F)(F)F)cc4)C3=O)[C@H]2C1=O	i
CC(C)(C)c1ccc(C(=O)OCC(=O)Nc2cccc(S(=O)(=O)NC3=NCCC3)c2)cc1	1.6%
Cc1nn(CC(=O)Nc2cccc(O)c2)c(=O)c2ccccc12	0.4%
NS(=O)(=O)c1ccc(NC(=O)c2ccc(-c3ccccc3)cc2)cc1	1.0%
O=C(Nc1cccc2ccccc12)N1Cc2ccccc2-n2nncc2C1	1.9%
Cc1cccc(NC(=O)COc2cccc3c2CCNC3=O)c1	0.7%
CNC[C@@H]1OCc2ccccc2-c2c(n(C)c3ccccc23)C(=O)N([C@H](C)CO)C[C@H]1C	i
Cc1ccc(Nc2n[nH]c(=S)s2)c(C)c1	5.4%
O=C(NCC1=C(c2ccc3ccccc3c2)C[C@@H]2CC[C@H]1N2Cc1ccco1)c1ccncc1	i
C[C@]12CC[C@@H](O)CC1=CC(=O)C1C2CC[C@]2(C)C(=O)[C@H](O)CC12 (stereo partly drawn)	3.3%
CCOCCCNC(=O)c1ccc(CN2CCc3ccccc3C2)cc1	i
Cc1ccc(C(=O)C=Cc2ccc3c(c2)OCO3)c(C)c1	i

Four of the compounds above, field by field:
Cc1cc(C(=O)N2CCCC(Nc3ccc(C)c(C)c3)C2)nc(C)n1 (stereo not drawn)
  inhibitors of VEEV: 3.6%

NS(=O)(=O)c1ccc(NC(=O)c2ccc(-c3ccccc3)cc2)cc1
  inhibitors of VEEV: 1.0%

COc1ccc(Cc2nc3ccc(C(=O)NCc4cccc(C)n4)cc3o2)cc1OC
  inhibitors of VEEV: 1.1%

O=C(C1CCCCC1)N1C[C@H](n2cc(C3CC3)nn2)[C@@H](O)C[C@@H]1c1ccc(Cl)cc1
  inhibitors of VEEV: i

(next part)
SMILES	inhibitors of VEEV
COC(=O)C(Sc1ccc(Cl)cc1)C1SC(=S)N(Cc2ccccc2)C1=O (stereo not drawn)	9.6%
C#CCN(C[C@H]1[C@H](OC(=O)Nc2c(C)noc2C)[C@H](OC(=O)Nc2c(C)noc2C)C[C@H]2C(=O)N(c3ccccc3)C(=O)[C@@H]12)S(=O)(=O)c1ccc(C)cc1	0.9%
CN1CCN(CCNC(=O)c2ccc(CS(=O)c3ccc(Br)cc3)o2)CC1 (stereo not drawn)	0.3%
C[C@H](O)C#Cc1ccc2c(c1)O[C@@H](CN(C)Cc1ccc(-c3ccccc3)cc1)[C@H](C)CN([C@@H](C)CO)S2(=O)=O	2.8%
Cc1cc(C)c2c(=O)n3c(nc2c1)C(Cc1ccc(O)cc1)NC(=O)c1cc2ccccc2cc1-3 (stereo not drawn)	8.0%
C[C@@H]1CN([C@H](C)CO)C(=O)CCCn2nncc2CO[C@@H]1CN(C)S(=O)(=O)c1ccc(C#N)cc1	i
Cc1ccc(Cc2c(-c3ccc(F)cc3)nc3ccc(Cl)cn23)cc1	1.8%
C[C@@H]1CN([C@H](C)CO)C(=O)CCCn2nncc2CO[C@H]1CN(C)S(=O)(=O)c1ccc2c(c1)OCCCO2	i
CCOC(=O)C1CCN(C(=O)c2sc3ncn(CC(=O)N4CCCCC4)c(=O)c3c2C)CC1	3.1%
Cc1cc(CN(Nc2ccccc2)c2ccccc2)cc(C)n1	0.7%
O=C(c1ccncc1)N1CCN(c2cc(-c3ccccc3)nc3cc(-c4cccc(Cl)c4)nn23)CC1	6.9%
Cc1ccc(S(=O)(=O)N2C[C@H]3n4c(=O)ccc(=O)n4C[C@H](OC(=O)NCc4ccco4)[C@@]3(O)C2)cc1	1.6%
Cc1cccc(NS(=O)(=O)c2ccc(S(=O)(=O)N3CCCC3)cc2)c1	3.2%
CN1CCN(c2ccc(S(=O)(=O)N3CCCCC3)cc2NC(=O)CSC(C)(C)C)CC1	2.0%
CCOc1ccccc1NC(=O)COC(=O)COc1cccc2c1OC(C)(C)C2	1.2%
O=[N+]([O-])c1cc(Br)c2c(c1)CCN2	i
C[C@H](CO)N1C[C@H](C)[C@H](CN(C)C(=O)Nc2ccc(C(F)(F)F)cc2)OCc2cnnn2CCCC1=O	0.9%
CC1(C)CC(=O)C=C(c2ccccc2-c2ccc3cc[nH]c3c2)C1=O	2.7%
O=C(O)c1ccc(Cl)c(NC(=O)C2CCN(S(=O)(=O)c3cccs3)CC2)c1	2.3%
Cc1ccc(C)c(NC(=O)c2ccc3c(c2)CCN3S(C)(=O)=O)c1	7.4%
Cc1ccc([C@@H]2C[C@H]3[C@@H](CN2S(=O)(=O)c2ccc(C)cc2)C(=O)C[C@@H](c2ccc(Cl)cc2)N3S(=O)(=O)c2ccc(C)cc2)cc1	i
C[C@@H]1CN([C@H](C)CO)C(=O)CCCn2cc(nn2)CO[C@H]1CN(C)C(=O)Cc1ccccc1	1.5%
COc1ccc(C(=O)N/C(=C\c2cn(S(=O)(=O)N(C)C)c3ccccc23)C(=O)N2CCN(C)CC2)cc1OC	1.5%
N#CC(c1cccc([N+](=O)[O-])c1)C(CC(=O)c1ccccc1)c1ccccc1 (stereo not drawn)	2.6%

Quoted from the listing:
inhibitors of VEEV, C[C@@H]1CN([C@H](C)CO)C(=O)CCCn2cc(nn2)CO[C@H]1CN(C)C(=O)Cc1ccccc1 reads 1.5%
inhibitors of VEEV, CCOc1ccccc1NC(=O)COC(=O)COc1cccc2c1OC(C)(C)C2 reads 1.2%

Following part:
SMILES	inhibitors of VEEV
Cc1cc(Nc2ccc(F)cc2)c2ccccc2n1	1.7%
CC(C)C(=O)Nc1cccc(S(=O)(=O)NC2=NCCC2)c1	0.2%
CCC1(CC)NC(=O)N(CC(=O)OC(C)C(=O)Nc2ccc(S(N)(=O)=O)cc2)C1=O (stereo not drawn)	0.4%
COc1ccc(OC)c(S(=O)(=O)Nc2ccc3c(c2)OCCO3)c1	1.7%
COc1ccc2ccc(OC)c(/C=N/NC(=O)c3cc4ccccc4o3)c2c1	13%
Cc1ccc(S(=O)(=O)N2CCOCC2)cc1NC(=O)CN(C)CC(=O)Nc1cccc(F)c1	4.1%
CCOC(=O)N1CCN(C(=O)C2CCC(=O)N(Cc3ccccc3OC)C2)CC1 (stereo not drawn)	0.7%
CC(C)N1CC(C(=O)Nc2ccc(Cl)cc2Cl)CC1=O (stereo not drawn)	i
O=C(Nc1cc(C(F)(F)F)ccc1N1CCCCC1)C1=COCCO1	4.0%
c1ccc(COc2ncnc3c2ncn3CCCNCC(c2ccccc2)c2ccccc2)cc1	i
COc1ccc(CCN2CC(=O)NC(=O)C2)cc1OC	i
CCc1ccc(CN(C)Cc2c(C(=O)N3CCOCC3)nc3c(C)cccn23)nc1	0.9%
C[C@H](CO)N1C[C@H](C)[C@@H](CN(C)Cc2ccc(F)cc2)Oc2ncc(Br)cc2C1=O	0.1%
C[C@@H]1CN([C@@H](C)CO)S(=O)(=O)c2ccc(C#Cc3cccc(F)c3)cc2O[C@H]1CN(C)S(=O)(=O)c1cn(C)cn1	7.6%
COc1ccc(NC(=O)c2cccc(S(=O)(=O)N3CCc4ccccc43)c2)c(OC)c1	i
O=C(NC(=S)N1CC=CCC1)c1ccccc1	1.9%
COc1ccc(CN(C)C[C@@H]2OCCCC[C@H](C)Oc3ccc(NC(=O)Cc4ccccc4)cc3C(=O)N([C@@H](C)CO)C[C@@H]2C)cc1	i
NC(=O)C(NN=C(c1ccccc1)c1ccccc1)c1ccccc1 (stereo not drawn)	1.0%
O=C(CCNC(=O)N1CC(=O)Nc2ccccc21)NCc1ccc(Cl)cc1	i
Cc1ccc(/C(N)=N/OC(=O)COc2cccc3ccccc23)cc1	i
Cc1ccc(S(=O)(=O)NN=Cc2ccco2)cc1	0.3%
COc1ccc([C@H]2N[C@]3(CCCN(Cc4cccn4C)C3=O)[C@H]3C(=O)N(C)C(=O)[C@@H]23)cc1	1.9%
O=C(Nc1ccc(F)cc1)c1cnccn1	2.6%
COc1ccc(-c2csc(NC(=O)CS(=O)(=O)c3ccccc3)n2)c(OC)c1	4.2%
CC(C)(C)c1ccc(S(=O)(=O)NCCN2CCOCC2)cc1	i
C[C@@H]1CN([C@H](C)CO)C(=O)CCCn2cc(nn2)CO[C@H]1CN(C)C(=O)Nc1ccc(C(F)(F)F)cc1	i
O=C(Nc1ccc(S(=O)(=O)N2CCCC2)cc1)C1CC(=O)N(CCc2ccccc2)C1 (stereo not drawn)	1.2%
O=C(c1cccs1)N1C[C@H](O)[C@@H](n2cc(C3CC3)nn2)C[C@@H]1c1ccccc1	1.8%
COc1cc(Cl)c(C)cc1NC(=O)CN1CCN(C(=O)c2cccs2)CC1	1.4%
C[C@H]1CN([C@@H](C)CO)S(=O)(=O)c2ccc(C#Cc3cccnc3)cc2O[C@@H]1CN(C)C(=O)Nc1ccc2c(c1)OCO2	8.0%
Cc1ccc2c(Cl)c(C(=O)NCCCN3CCOCC3)sc2c1	0.7%
CC1(C)NC(=O)N(CC(=O)Nc2ccc(-c3ccccc3)cc2)C1=O	0.4%
Cc1ccc(S(=O)(=O)NNC(=O)C23CCC(CC2)C3)cc1	1.5%
O=C(O)CC(C(=O)O)C(=Cc1ccccc1)c1ccccc1 (stereo not drawn)	2.0%
CN(C(=O)c1cc(COc2ccc(F)cc2Cl)on1)C1CCOC1 (stereo not drawn)	i
O=C(COC(=O)c1ccc2ccccc2c1)NCc1ccccc1	2.3%
CC(=O)OCc1ccc(C2=CC(=O)CC(C)(C)C2=O)cc1	0.3%
CCN(CC)S(=O)(=O)c1ccc(C(=O)NCC(=O)NCc2ccc3c(c2)OCO3)cc1	3.5%
COc1ccc(C(=O)NCC2CCCN2S(=O)(=O)c2ccccc2)cc1OC (stereo not drawn)	0.1%
COc1cccc(S(=O)(=O)N(C)C[C@@H]2OCc3cnnn3CCCC(=O)N([C@H](C)CO)C[C@@H]2C)c1	1.4%
O=C(COc1ccccc1)NC(=S)Nc1cccc2c(O)cccc12	0.3%
S=c1[nH]ncn1/N=C/c1ccco1	0.3%
COc1ccccc1C(=O)N/C(=C\c1cn(C)c2ccccc12)C(=O)NCCN1CCOCC1	0.7%
O=C(C1CCCCC1)N1C[C@H](n2cc(-c3ccc(F)cc3)nn2)[C@@H](O)C[C@@H]1c1ccccc1	1.7%
CCOC1=C/C(=C/c2c(N)n3nc(-c4ccccc4)sc3nc2=O)C=CC1=O	4.5%
COc1ccc(Cl)cc1Nc1nc(Cl)nc(NCCO)n1	1.2%
CCOC(=O)c1ccccc1NC(=O)COC(=O)C(CC)Oc1ccccc1 (stereo not drawn)	i
C[C@H](O)C#Cc1cnc2c(c1)C(=O)N([C@H](C)CO)C[C@@H](C)[C@H](CN(C)C(=O)Nc1ccc(C(F)(F)F)cc1)O2	i
O=C(CC1CCCC1)N1CCN(S(=O)(=O)c2c(F)cccc2F)CC1	2.7%

Some of the compounds tested; the hit share may differ from the screen's.
